Screens: PubChem BioAssay, several laboratories
DAX1 inh-1: DAX1 (NR0B1) inhibitors on StAR promoter, primary screen, cell-based, luminescence, SF-1 (NR5A1), full-length DAX-1; inhibition, % at 6.8 µM; AID 652010, 2013; HEK293T StAR-luciferase reporter, SF-1/DAX-1 repression relief; 370,000 tested, 1.1% active;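 active = inhibition above the mean over all tested compounds plus 3 SD, cut at about 3.6% in these data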;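 also: 0% = DAX-1 cells with DMSO and 100% = cells lacking DAX-1 with DMSO; higher inhibition means more luminescence from relief of DAX-1 repression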
FXN GAA850 act: FXN promoter activators, primary screen, cell-based, luciferase luminescence, HEK293 lucGAA850. 360,000 tested, 0.56% active. activation, % at 6 µM. HEK293 lucGAA850 FXN promoter luciferase reporter, 24 h; percent of 10 µM SAHA response. AID 540364, 2011;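 active = activation above the average of all compounds screened plus 3 SD, cutoff fixed separately per campaign, cut at about 7.5% in these data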;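 also: 0% = DMSO wells and 100% = 10 µM SAHA wells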
GC-B act: human GC-B receptor activators, primary screen, HEK293 GC-B cells, cGMP TR-FRET, EC30 CNP; 370,000 tested, 0.11% active; activation, % at 10 µM; 0% at EC30 CNP, 100% saturating CNP; Atrial natriuretic peptide receptor 2 (Homo sapiens), P20594; AID 1920062, 2024;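 active = activation at 10 µM reaching about 35% in either raw or pattern-adjusted values, limit read from the data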
GC-A act: GC-A stimulated cGMP production enhancers – HEK293 GC-A cells, cGMP TR-FRET, EC30 ANP, primary screen. 0% at EC30 ANP, 100% saturating ANP. activation, % at 10 µM. 370,000 tested, 0.14% active; in the data active = activation above about 40%
Target sequence (P16066 whole entry, looked up): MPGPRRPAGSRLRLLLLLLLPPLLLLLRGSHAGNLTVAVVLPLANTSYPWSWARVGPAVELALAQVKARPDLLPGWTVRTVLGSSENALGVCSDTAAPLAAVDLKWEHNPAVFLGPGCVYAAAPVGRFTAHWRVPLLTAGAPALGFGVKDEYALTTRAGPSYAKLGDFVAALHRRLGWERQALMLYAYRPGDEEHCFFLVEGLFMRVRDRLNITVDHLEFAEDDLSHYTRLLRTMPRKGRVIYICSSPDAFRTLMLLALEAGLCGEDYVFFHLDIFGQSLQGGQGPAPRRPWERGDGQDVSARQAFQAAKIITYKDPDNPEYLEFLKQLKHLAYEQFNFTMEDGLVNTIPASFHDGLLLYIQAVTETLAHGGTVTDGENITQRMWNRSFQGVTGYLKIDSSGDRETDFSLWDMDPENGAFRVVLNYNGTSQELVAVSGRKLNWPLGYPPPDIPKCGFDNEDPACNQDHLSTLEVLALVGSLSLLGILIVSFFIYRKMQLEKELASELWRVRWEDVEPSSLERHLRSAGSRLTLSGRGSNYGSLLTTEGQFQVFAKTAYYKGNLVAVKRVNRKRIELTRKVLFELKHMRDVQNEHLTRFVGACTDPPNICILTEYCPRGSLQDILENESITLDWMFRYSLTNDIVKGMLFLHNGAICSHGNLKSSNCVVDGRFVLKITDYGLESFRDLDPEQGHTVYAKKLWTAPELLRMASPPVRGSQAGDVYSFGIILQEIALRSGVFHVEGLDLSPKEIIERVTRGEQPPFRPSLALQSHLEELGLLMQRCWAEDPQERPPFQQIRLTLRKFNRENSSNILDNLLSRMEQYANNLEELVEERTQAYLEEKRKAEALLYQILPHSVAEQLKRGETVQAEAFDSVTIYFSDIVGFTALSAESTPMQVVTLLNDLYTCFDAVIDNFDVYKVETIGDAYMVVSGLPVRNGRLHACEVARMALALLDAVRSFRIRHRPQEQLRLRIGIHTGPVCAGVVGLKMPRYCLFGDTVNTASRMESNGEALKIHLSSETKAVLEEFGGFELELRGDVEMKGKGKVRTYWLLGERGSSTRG
hgDAF-12 ag: H. glycines DAF-12 receptor agonists, primary screen, cell-based, luminescence, HEK293, GAL4 fusion, UAS-luciferase. HEK293 GAL4-hgDAF12 UAS-luciferase reporter, agonist luminescence; normalized to butyrate control. activation, % at 6.8 µM. 370,000 tested, 1.8% active. AID 687014, 2013;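 active = activation above a cutoff set at the mean of all screened compounds plus 3 SD, cut at about 10% in these data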;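 also: 0% = DMSO wells and 100% = sodium butyrate wells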
DAX1 inh-2: DAX1 (NR0B1) inhibitors, primary screen, cell-based, HEK293, Gal4-DAX1, luciferase luminescence | HEK293 Gal4-DAX1 luciferase reporter | AID 504766, 2011 | 340,000 tested, 0.99% active | Nuclear receptor subfamily 0 group B member 1 (Homo sapiens), P51843 | inhibition, % at 6.75 µM;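 active = inhibition above the mean over all tested compounds plus 3 SD, cut at about 4.2% in these data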;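 also: 0% = DAX1-transfected cells with DMSO and 100% = empty-vector control cells with DMSO; inhibition shows as a rise in luminescence from relieved DAX1 repression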
KLK7 zymogen act: proKLK7 zymogen activators, primary screen, biochemical, fluorescence intensity. Kallikrein-7 (Homo sapiens), P49862. purified proKLK7, EDANS-DABCYL substrate fluorescence; 100% is mature enzyme control, 0% vehicle. activation, % at 7 µM. 370,000 tested, 0.9% active. AID 652039, 2013;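 active = activation above the mean of all tested compounds plus 3 SD, computed per campaign excluding outliers beyond control limits, cut at about 13% in these data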
SMARCA2 activ: SMARCA2 (BRM) function activators, primary screen, cell-based, luminescence, high throughput; AID 652017, 2013; 370,000 tested, 1% active; activation, % at 9.1 µM; MG213 cells, MMTV-luciferase reporter, dexamethasone, overnight; in the data active = activation above about 7.8%;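 also: 0% = vehicle wells and 100% = reference activator wells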
hcDAF12 agonist: H. contortus DAF-12 nuclear receptor activators, primary screen, cell-based, luminescence, HEK293, lit1-tk-luc reporter; HEK293 hcDAF-12 lit1-tk-luc reporter; 0% DMSO, 100% Δ7-dafachronic acid; activation, % at 6.8 µM; 370,000 tested, 1.4% active;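 active = activation above the mean of all tested compounds plus 3 SD, cut at about 5.5% in these data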;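 also: 100% = response to 3 µM Δ7-dafachronic acid high control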
ssDAF-12 act: S. stercoralis DAF-12 nuclear receptor activators, primary screen, cell-based, luminescence, HEK293, GRIP1 co-expression, lit1-tk-luc; Nuclear hormone receptor DAF-12 (Strongyloides stercoralis); activation, % at 6.8 µM; HEK293 ssDAF-12/GRIP1 lit1-tk-luc reporter; % of 3 µM dafachronic acid response; 370,000 tested, 1% active;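 active = activation above the mean over all tested compounds plus 3 SD, cut at about 0.9% in these data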;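 also: 0% = DMSO-only wells and 100% = 3 µM delta7-dafachronic acid wells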
HGIII-sPLA2 inh: human group III sPLA2 inhibitors, primary screen, biochemical, QFRET, BODIPY PC-A2 liposome substrate. Group 3 secretory phospholipase A2 (Homo sapiens), Q9NZ20. QFRET BODIPY PC-A2 liposome hydrolysis, fluorescence. inhibition, % at 12.2 µM. 370,000 tested, 0.56% active. AID 743126, 2013;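 active = inhibition above mean plus 3 SD of compounds lying within the high and low control bounds, cut at about 19% in these data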;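 also: 0% = median of test compound wells and 100% = no enzyme DMSO wells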
The depositor's hits bear a star; . = not tested or not shown.

structure,DAX1 inh-1,FXN GAA850 act,GC-B act,GC-A act,hgDAF-12 ag,DAX1 inh-2,KLK7 zymogen act,SMARCA2 activ,hcDAF12 agonist,ssDAF-12 act,HGIII-sPLA2 inh
CC(=C1C(=O)c2ccccc2C1=O)N1CCN(CCN=CC2=C(O)CC(C)(C)CC2=O)CC1,-0.3,2.2,2,1,-1.3,-0.2,-0.1,-1,0.2,-0.9,10
c1csc(-c2nn3cnnc3c3ccccc23)c1,-0.2,1.3,-1,5,-0.1,1.5,-0.2,3,0.2,-1.0,2
Cc1ccccc1-c1nn(-c2ccc(F)cc2F)cc1CNCCN(C)C,0.8,0.8,3,2,2.0,0.2,0.3,-1,-0.8,-1.1,-2
CC(C)CNC(=O)C(=O)NCCCN1CCOCC1,-1.0,-1.4,1,0,-2.7,-0.2,0.5,0,1.2,-2.0,2
Cc1[nH]nc2c1C(c1ccc(OC(=O)c3ccco3)cc1)C(C#N)=C(N)O2 (configuration not stated),0.1,-4.2,-3,-3,-1.1,1.7,310*,-1,-0.6,-1.2,0
CN1C=C(C(F)(F)F)C=C/C1=C(\C#N)c1nnc2n1CCCCC2,0.8,-2.1,2,1,-0.6,0.1,-0.1,-2,-0.9,-0.8,2
O=C1NC[C@@H](CCCCN2CCN(CCC3CCCCC3)C(=O)C2=O)N(Cc2ccccc2)C1=O,0.7,.,-1,1,-0.4,.,0.4,-7,1.1,-0.2,5
Cc1ccc(NS(=O)(=O)c2cccc(C(=O)NCC3CCCO3)c2)cc1 (configuration not stated),-1.4,-0.1,1,-4,0.0,1.0,-0.1,2,-1.5,-0.8,-1
O=C(CCCc1nc(-c2ccccc2)no1)NC1CCCC1,-0.4,1.2,-3,-1,1.8,-0.1,-0.1,-2,-1.8,-0.9,-4
CCCCn1c(SC(C)C(=O)NCC2CCCO2)nc2cc(C(=O)OC)ccc2c1=O (configuration not stated),-2.0,-0.3,0,1,-0.8,-1.8,0.3,3,-1.6,-0.4,9
CC1(C(=O)NCc2ccccc2)CN(S(C)(=O)=O)CC(=O)N1Cc1cccc(C(F)(F)F)c1 (configuration not stated),0.6,.,5,0,3.0,.,0.2,-4,0.0,-1.0,0
Cc1cc(S(=O)(=O)N2CCOCC2)ccc1OCC(=O)NCC1CCCO1 (configuration not stated),0.2,2.3,4,-2,-0.4,2.0,-0.8,6,2.5,-0.8,-5
CC(=O)c1ccccc1C(=O)N1CCCC(CNC(=O)c2ccc(F)cc2)C1 (configuration not stated),0.8,-0.8,0,0,-0.1,0.7,-0.5,-2,1.0,-1.9,-2
CN1CCC(N(C)C(=O)c2ccccc2Nc2ccc(SC(F)F)cc2)CC1,1.2,0.6,-2,5,2.4,2.6,-0.6,-3,0.1,-1.4,-16
O=C(COC(=O)C12CC3CC(CC(C3)C1)C2)NCc1ccco1,0.5,-0.5,4,8,2.0,-0.4,0.2,3,-1.6,-1.4,-6

A draw from above in order of formula weight, descending:
structure,DAX1 inh-1,FXN GAA850 act,GC-B act,GC-A act,hgDAF-12 ag,DAX1 inh-2,KLK7 zymogen act,SMARCA2 activ,hcDAF12 agonist,ssDAF-12 act,HGIII-sPLA2 inh
CC(=C1C(=O)c2ccccc2C1=O)N1CCN(CCN=CC2=C(O)CC(C)(C)CC2=O)CC1,-0.3,2.2,2,1,-1.3,-0.2,-0.1,-1,0.2,-0.9,10
Cc1ccc(NS(=O)(=O)c2cccc(C(=O)NCC3CCCO3)c2)cc1 (configuration not stated),-1.4,-0.1,1,-4,0.0,1.0,-0.1,2,-1.5,-0.8,-1
Cc1[nH]nc2c1C(c1ccc(OC(=O)c3ccco3)cc1)C(C#N)=C(N)O2 (configuration not stated),0.1,-4.2,-3,-3,-1.1,1.7,310*,-1,-0.6,-1.2,0

Carrying on:
structure,DAX1 inh-1,FXN GAA850 act,GC-B act,GC-A act,hgDAF-12 ag,DAX1 inh-2,KLK7 zymogen act,SMARCA2 activ,hcDAF12 agonist,ssDAF-12 act,HGIII-sPLA2 inh
COc1ccc(-c2ccc3[nH]c4c(c3c2)CCN2C(=O)[C@@H]([C@H](C)O)[C@@H](N(C)C(=O)Nc3ccccc3)C[C@@H]42)cc1,-1.6,-0.5,-9,-2,-2.3,-0.7,0.8,-4,-1.4,-1.1,-28
Cc1ccc(/C=N/NC(=O)C(=O)N/N=C/c2ccc(C)o2)o1,0.4,2.3,-9,-3,3.3,0.2,0.0,0,-0.6,-1.6,2
CCCOc1ccc(N2C(=O)CC(N3CCC(O)(c4cccc(C(F)(F)F)c4)CC3)C2=O)cc1 (configuration not stated),0.6,-0.5,3,5,0.6,-0.2,-0.2,0,-1.6,-1.4,6
COc1cc2nc(C3CCC3)n(NC(=O)C3CCC(OC)CC3)c(=O)c2cc1OC (configuration not stated),-0.6,2.2,-1,-1,1.3,-1.0,-0.2,-5,-0.6,-1.3,3
CCOC(=O)C1CCN(CC(=O)c2c(C)[nH]c3ccccc23)CC1,-0.3,-2.2,-2,-3,-1.2,1.6,-0.2,-3,2.7,-0.6,-1
Cc1cccc(NC(=O)CN2CCN(C(=O)CNC(=O)c3ccc(-c4ccccc4)cc3)CC2)c1C,-6.4,-5.7,5,2,-4.7,-2.4,0.8,-9,-3.5,-1.2,-10
COc1ccc(-c2cc(-c3cccs3)c(C#N)c(SCC(=O)NCc3ccccc3OC)n2)cc1,-0.5,0.1,2,-1,-0.1,0.1,-0.1,-2,0.7,-1.0,-6
CCn1c(C)c(C(C)=O)c(N2CCN(c3ccc(F)cc3)CC2)nc1=S,-0.5,1.0,-1,-1,-1.3,1.9,-0.5,1,-2.4,-1.0,6
CC(C)CNC(=S)N1CCC(C(=O)c2ccc(Cl)cc2)CC1,-2.2,-0.3,-2,-3,-2.8,-2.0,0.0,-9,-1.8,-2.0,10
Cc1cc(OCCn2cncn2)ccc1[N+](=O)[O-],-0.3,1.0,0,1,1.9,1.7,-0.5,-1,-0.3,-0.9,-1
COC(=O)C1=C(C)N(Cc2ccc(C(F)(F)F)cc2)C(=NCc2ccccc2)NC1c1cccc(C(F)(F)F)c1 (configuration not stated),-0.1,.,-11,-14,0.8,.,-0.4,0,2.4,-1.4,-10
COc1ccc(S(=O)(=O)N2CCCCC2)cc1NC(=O)c1[nH]c(C)c(C(C)=O)c1C,-1.0,1.1,4,8,1.3,4.5*,0.6,-4,6.2*,0.9*,14
O=C(O)CCN(Cc1ccccc1)S(=O)(=O)c1ccccc1Cl,0.0,1.9,-4,-1,0.5,-1.1,-0.1,-1,0.4,-1.6,-3
CCNC(=O)/C=C/c1ccccc1[N+](=O)[O-],0.5,0.9,2,1,0.5,-1.8,-0.6,-1,1.1,-0.6,3
Cc1cccc(CSc2nnc([C@@H]3CCCN3C(=O)OC(C)(C)C)o2)c1,-0.6,-1.4,5,-2,-1.4,0.7,-0.2,-3,3.2,-1.0,-4
CC(=O)NCCNc1nc2cc(-c3ccccc3)sc2c(=O)n1C,-0.2,-1.3,-13,-3,-2.5,.,0.6,0,-3.1,-1.0,-3
C=CCn1c(=O)c2c(C)c(C)sc2n2c(Nc3ccccc3)nnc12,-0.2,2.0,22,22,-1.1,-1.1,0.4,-1,-0.7,-2.1,-2
C=CCn1c(O)c(N=NC(=S)Nc2ccc(OC)cc2)c2ccccc21,-0.6,-1.9,-6,-7,0.0,-0.4,-0.1,-2,2.6,-1.1,-1
CCOC(=O)C(=NC(C)CC)NNc1ccc(Br)cc1 (configuration not stated),-0.2,4.4,4,-1,1.0,-0.7,16*,-1,-0.9,-1.5,11
CC(C)(C)NC(=O)c1cc(Cl)ccc1[N+](=O)[O-],0.1,1.6,4,-1,-0.5,3.5,-0.1,2,-0.5,-1.4,-7
O=S(=O)(c1ccccc1)N1CCN(Cc2c(O)ccc3ccccc23)CC1,0.0,-0.8,4,1,0.2,0.6,1.1,-4,1.0,0.2,-14
OC(CN1CCOCC1)Cn1c(-c2cccc(Cl)c2)nc2ccccc21 (configuration not stated),-0.1,1.6,6,1,0.4,-0.6,0.5,-6,-1.3,-1.2,5
O=S(=O)(Nc1cccc(-c2ccc(N3CCCCCC3)nn2)c1)c1ccc(C(F)(F)F)cc1,0.5,3.5,-2,-2,4.8,0.1,0.5,4,6.4*,-0.3,-42
Oc1c(Br)cc(Br)cc1C=NCc1ccccc1,0.3,-0.5,-2,-5,0.4,-0.4,-2.1,0,1.0,0.9,2
COC(=O)[C@H](NC(=O)c1cc([C@@H](NC(=O)OC(C)(C)C)C(C)C)sc1N)C(C)C,-0.2,.,3,-5,0.7,.,5.5,-4,-0.3,-0.6,0
Cc1ccc2nc(SCC3CCCCO3)[nH]c2c1 (configuration not stated),2.9,-1.8,-1,3,12*,-2.3,-0.2,2,5.4,-0.2,-1
Cc1noc(C)c1COC(=O)Cc1ccc(Cl)cc1,0.2,-1.6,-16,-9,1.3,0.1,0.5,-1,-1.6,-0.8,-5
CCOC(=O)C(Cc1ccc(O)cc1)Nc1nc2ccccc2o1 (configuration not stated),0.2,1.3,-10,-9,2.3,0.8,0.0,-4,-0.4,-1.4,-28
O=C(NC1CCCCN(Cc2ccc(Cl)cc2)C1=O)c1ccc(COc2ccccc2)cc1 (configuration not stated),-3.5,.,8,5,-0.7,.,0.1,-5,-5.0,-1.7,9
CCCCc1nc(SCc2ccc([N+](=O)[O-])cc2)n[nH]1,-0.8,0.2,7,3,6.5,-0.5,0.1,-2,-1.3,-1.2,-8
CCc1nc2oc3ccccc3c(=O)c2c(=O)n1CCOC,1.2,0.6,2,5,-0.3,0.7,0.0,3,2.6,-0.1,-3
Cc1cccc(NC(=O)c2nc[nH]c2C(=O)N(C)Cc2ccccc2)c1,0.1,0.3,-2,-1,0.2,0.5,0.1,0,0.6,-1.2,-24
O=C(OCC#CCSc1nnc(-c2cccc3ccccc23)o1)c1ccc(Br)cc1,-0.4,-0.6,3,-3,-1.6,-1.0,-0.5,0,-1.6,-1.0,9
CC(=O)N1CCc2c(sc3c2c(=O)n(Cc2ccccc2)c(=O)n3CC(=O)NCC2CCCO2)C1 (configuration not stated),-0.2,2.9,3,2,-2.8,-0.3,-0.8,-2,-1.7,-1.1,19
Cc1ccsc1/C=C1/C(=O)NN(c2ccccc2)C1=O,-0.7,1.5,-5,-2,0.8,0.5,-0.5,0,1.8,-0.9,7
Cn1ncc2c(=S)nc(Cl)[nH]c21,0.2,0.8,2,4,2.9,0.3,-0.3,-1,2.7,-0.4,10
